Bioassay records from PubChem.
PvdQ inh: blocks Pseudomonas aeruginosa PvdQ acylase activity | 0.063% of 340,000 active | purified PvdQ acylase, fluorescence plate reader | inhibition, % at 10 µM | AID 488965; in the data active means inhibition above about 30%, passing the limit was not always enough; inconclusive means no clear call, values can overlap the other calls;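 further: 0% = vehicle neutral wells and 100% = reference inhibitor wells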
DAGLB inh: diacylglycerol lipase beta (human) inhibition. Q8NCG7. HEK293T DAGLB membrane lysate, EnzChek fluorogenic substrate. inhibition, % at 5.17 µM. 0.059% of 340,000 active; in the data active means inhibition above about 34%;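 further: 0% = enzyme with vehicle and 100% = wells lacking enzyme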
Target sequence (Q8NCG7 whole entry, looked up): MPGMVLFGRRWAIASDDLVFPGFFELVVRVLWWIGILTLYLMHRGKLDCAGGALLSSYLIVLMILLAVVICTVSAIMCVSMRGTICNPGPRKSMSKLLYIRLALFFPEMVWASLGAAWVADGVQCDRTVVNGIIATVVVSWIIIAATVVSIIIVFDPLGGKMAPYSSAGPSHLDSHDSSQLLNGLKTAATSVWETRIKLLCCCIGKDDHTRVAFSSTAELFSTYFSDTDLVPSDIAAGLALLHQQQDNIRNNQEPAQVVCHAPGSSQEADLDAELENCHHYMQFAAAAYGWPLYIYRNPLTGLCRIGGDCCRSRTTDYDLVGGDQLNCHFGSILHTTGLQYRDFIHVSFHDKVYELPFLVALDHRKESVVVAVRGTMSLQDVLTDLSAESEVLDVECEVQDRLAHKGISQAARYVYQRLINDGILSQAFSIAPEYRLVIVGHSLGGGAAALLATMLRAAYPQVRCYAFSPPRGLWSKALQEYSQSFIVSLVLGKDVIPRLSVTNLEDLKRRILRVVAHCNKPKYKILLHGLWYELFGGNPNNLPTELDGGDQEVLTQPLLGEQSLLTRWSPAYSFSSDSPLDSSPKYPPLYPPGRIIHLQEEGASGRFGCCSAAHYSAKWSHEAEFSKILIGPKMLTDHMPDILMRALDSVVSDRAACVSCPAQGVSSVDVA
Tat export inh: E. coli Tat transport inhibition; E. coli MC4100 TorA-mCherry Tat export, fluorescence; inhibition, % at 10 µM; 0.036% of 340,000 active; AID 488895;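 active means mean replicate inhibition at least 50% and at least half of replicates individually reaching 50%; inconclusive means only one of the two criteria met; inactive means neither criterion met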;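 further: exported cargo escapes ClpAP degradation while cytoplasmic cargo is degraded and loses fluorescence; 0% = median of neutral control wells and 100% = median of NaSCN control wells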
phage Ecoli inh: E. coli growth loss with phage present; growth absorbance; inhibition, % at 11.9 µM; 0.26% of 360,000 active; in the data active means inhibition above about 11%
AddAB inh: less growth of phage-infected E. coli with AddAB. inhibition, % at 11.9 µM. E. coli expressing H. pylori AddAB, absorbance growth. AID 435030. 0.29% of 330,000 active; in the data active means inhibition above about 12%;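 further: 0% = vehicle wells of infected cells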
Rtt109 HAT inh: C. albicans Rtt109 histone acetyltransferase inhibition; AID 540336; 0.16% of 330,000 active; purified Rtt109/Vps75, ThioGlo CoA-SH fluorescence, 4 h; inhibition, % at 34.9 µM;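 active means inhibition of at least 50% in every replicate; inconclusive means best replicate reaches 50% inhibition but some replicates fall short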
Target sequence (Q5AAJ8 whole entry, looked up): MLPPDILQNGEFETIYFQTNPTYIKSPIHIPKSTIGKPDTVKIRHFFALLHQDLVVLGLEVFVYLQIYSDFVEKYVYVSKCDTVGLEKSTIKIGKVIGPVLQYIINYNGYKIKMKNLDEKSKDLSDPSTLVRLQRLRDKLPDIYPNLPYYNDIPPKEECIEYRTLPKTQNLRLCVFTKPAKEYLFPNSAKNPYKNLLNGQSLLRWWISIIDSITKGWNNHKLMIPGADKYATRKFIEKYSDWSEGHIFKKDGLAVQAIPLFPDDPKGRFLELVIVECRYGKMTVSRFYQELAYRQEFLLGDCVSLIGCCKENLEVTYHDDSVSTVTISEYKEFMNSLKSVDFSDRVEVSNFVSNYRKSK
Ecoli viability: bacterial growth inhibition, counter-screen for AddAB inhibitors; E. coli V3065 growth, OD600 absorbance, 18 h; inhibition, % at 11.9 µM; 0.27% of 330,000 active;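 active means inhibition above the campaign's mean inhibition across all tested compounds plus 3 SD, cut at about 9.9% in these data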;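 further: uninfected addAB+ strain grown without phage in ampicillin broth; 0% = DMSO wells and 100% = ciprofloxacin 0.95 µg/ml wells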
CAL PDZ inh: inhibitors of human CAL PDZ peptide binding; purified CAL PDZ, TMR-peptide fluorescence polarization, 1 h; inhibition, % at 20 µM; 0.02% of 330,000 active;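 active means highest replicate inhibition of at least 40%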;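 further: plate controls were DMSO neutral control wells for no effect and unlabeled competitor peptide control wells for full effect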
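Test system: purified CerCALP PDZ construct; Compound dosing: one concentration, 20 µM compound; Also added: TMR-labelled reporter peptide T*-PRC34 bound in PDZ groove; Read-out: inhibition from polarization loss; Controls: unlabelled peptide and DMSO controls; Signal: FP readout, S and P plane fluorescence; Incubation: 1 h at RT.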
PfHsp90 yeast 2: growth inhibition of yeast expressing Plasmodium Hsp90; S. cerevisiae expressing PfHsp90, BacTiter-Glo ATP, 48 h; yeast lacking PDR1 and PDR3 efflux regulators; inhibition, % at 9.4 µM; 0.32% of 310,000 active; AID 504621;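 active means every replicate shows inhibition above about 80%, whatever the replicate mean, limit read from the data; inconclusive means mean inhibition reaches the set limit but some replicate falls short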;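 further: 0% = DMSO neutral controls and 100% = 20 µM radicicol positive controls; yeast relying on Plasmodium falciparum Hsp90 in place of its own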
Wnt bcat act: activates Wnt/beta-catenin signaling in a reporter cell assay; activator, plate reader; activation, % at 9.35 µM; 1.2% of 300,000 active; AID 743398; in the data active means activation above about 30%, passing the limit was not always enough; inconclusive means no clear call, values can overlap the other calls;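 further: 0% = neutral control wells and 100% = positive control wells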
Active calls of the source: *; ? = inconclusive; / = not tested or not shown.

SMILES	PvdQ inh	DAGLB inh	Tat export inh	phage Ecoli inh	AddAB inh	Rtt109 HAT inh	Ecoli viability	CAL PDZ inh	PfHsp90 yeast 2	Wnt bcat act
CCCn1c(N)c(C(=O)CSc2nc3ncc(Cl)cc3[nH]2)c(=O)n(C)c1=O	-5	2	-6	2.8	1.3	15	-1.4	-0.9	/	-5
Cc1csc(NC(=O)CSc2ccc(-c3ccc(F)cc3)nn2)n1	-14	2	8	2.4	1.4	-4	1.6	-4.1	18	0
CSc1ccc(/C=C(/Sc2nnc(-c3ccccc3)o2)C(=O)O)cc1	-6	/	-5	4.7	-2.8	-12	1.4	-1.5	-43	0
C/C(CC(=O)Nc1ccc2c(c1)OCCO2)=N\NC(=O)C(=O)Nc1ccccc1C	7	0	-4	3.0	-0.2	/	2.0	-2.8	-1	16
Cc1ccc(C2(c3ccc(C)cc3)NC(=O)N(CC(N)=O)C2=O)cc1	3	1	0	0.6	1.4	12	2.6	-2.3	3	-4
CC(C)N(C(=O)CSc1nnc(CN2CCCCCC2=O)n1-c1ccccn1)C(C)C	-15	2	17	0.0	2.8	-6	1.6	-2.3	-19	/
O=C(Nc1ccc(NC(=O)c2cccc([N+](=O)[O-])c2)cc1)c1cccc([N+](=O)[O-])c1	2	-1	9	-0.5	-0.9	2	1.4	0.1	-14	6
CCCn1c(SCC(=O)c2cc(OC)ccc2OC)nnc1C(C)C	0	1	-9	-0.6	1.1	-4	-0.8	-0.7	-3	/
Cc1ccc(Sc2nnc(-c3ccccc3)cc2C#N)cc1	-5	-9	3	0.7	0.8	-3	2.4	1.4	-2	/
CCCC(=O)NC(c1ccc(C(C)C)cc1)c1ccc2cccnc2c1O (stereo not given)	-2	16	-1	21*	26*	-6	27*	-0.6	-32	-5
Cc1ccc(NC(=O)COc2nc(C)cs2)cc1	23	1	0	1.2	1.2	12	1.2	-0.5	/	-2
CCc1ccc(NC(=O)CCS(=O)(=O)c2ccc(Cl)cc2)cc1	22	-6	-5	-1.5	3.0	0	-2.2	/	-1	1
COc1ccc(-n2nc3c(N4CCC(C(=O)NCC(C)c5ccccc5)CC4)nnc(C)c3c2C)cc1 (stereo not given)	-10	4	1	-0.4	0.4	13	0.4	-2.2	-3	-4
CCOC(=O)N1CCN(c2c(NCc3ccccc3Cl)c(=O)c2=O)CC1	-7	-4	5	1.1	1.4	-2	-1.6	-3.2	42	-9
C=CCO/N=C(/CCC)C1=C(N)CC(C)(C)CC1=O	-1	-2	-9	2.9	-2.3	-5	1.9	-0.5	-8	-2
CCn1c(=O)c(C(=O)NC(C)C)c(O)c2ccccc21	-8	2	0	0.1	4.2	5	-0.8	-2.4	10	8
Cn1cc(CN2CCC(CO)(CCCc3ccccc3)CC2)c(-c2ccccc2)n1	1	-4	?	0.6	1.4	2	1.1	0.9	0	4
Cc1[nH]c2ccccc2c1C(=O)C(C)OC(=O)c1ccc(Cl)nc1 (stereo not given)	-5	0	1	4.8	2.3	7	1.6	-1.4	-29	-1
CN(C)c1ccc(-c2nnc(-c3cccs3)o2)cc1	-12	-13	0	3.6	1.0	1	-0.6	0.9	-5	?
CCOC(=O)CSc1nc2cc(C(=O)OC)ccc2c(=O)n1CCN1CCOCC1	10	-1	7	1.6	3.6	0	1.8	-1.3	-7	/
Oc1ccc(/C=N/N=C/c2ccc(O)cc2)cc1	5	-3	-2	4.6	4.9	-5	0.5	-0.3	4	-2
CCOc1ccc(C(=O)NCCn2cc(SCC(=O)Nc3cc(C)on3)c3ccccc32)cc1	4	1	-3	1.3	-2.4	3	-0.6	-1.3	6	-3
CCCn1c(NCc2ccco2)nc2ccccc21	-16	-1	6	/	0.3	-8	1.8	0.1	/	-2
Cc1ccnc(NC(=O)C(C)N2C(=O)c3ccccc3C2=O)c1 (stereo not given)	-25	2	2	0.3	1.8	6	1.6	-2.8	/	-1

phage Ecoli inh: entries above that show a hit
SMILES,PvdQ inh,DAGLB inh,Tat export inh,phage Ecoli inh,AddAB inh,Rtt109 HAT inh,CAL PDZ inh,Wnt bcat act
CCCC(=O)NC(c1ccc(C(C)C)cc1)c1ccc2cccnc2c1O (stereo not given),-2,16,-1,21*,26*,-6,-0.6,-5

Next structures follow.
SMILES	PvdQ inh	DAGLB inh	Tat export inh	phage Ecoli inh	AddAB inh	Rtt109 HAT inh	Ecoli viability	CAL PDZ inh	PfHsp90 yeast 2	Wnt bcat act
CN(C)S(=O)(=O)N1CCC(Oc2cccc(C(=O)N3CCCCCCC3)c2)CC1	-6	1	10	-1.3	2.6	-2	2.2	-0.5	10	12
CCOC(=O)COc1ccccc1/C=C1\NC(=O)NC1=O	-6	2	8	3.7	3.4	-3	-0.2	-1.1	12	-2
CCOC(=O)C1(Cc2ccccc2C(F)(F)F)CCN(C(C)CSC)CC1 (stereo not given)	-3	-6	-4	3.8	4.3	5	0.6	-1.5	-5	-3
CCC(c1nnnn1CCc1ccccc1)N(Cc1ccco1)Cc1cc2cccc(C)c2[nH]c1=O (stereo not given)	-11	0	9	-0.1	1.7	5	-0.9	-2.6	17	-5
CCOC(=O)[C@@H]1[C@H]2COc3ccccc3[C@H]2N2C(=O)N(c3cccc(Cl)c3)C(=O)[C@]12C	-4	-2	7	3.1	0.7	-5	1.9	-1.0	-59	-4
O=C(c1ccc2c(c1)OCO2)N1CCC2(CC1)Oc1ccc(F)cc1C(=O)C21CC(c2ccccc2)=NO1 (stereo not given)	6	-4	-9	-0.9	0.6	7	0.3	-1.5	-6	-4
O=C(Nc1nnc(C2CC2)o1)c1ccc(S(=O)(=O)N2CCCc3ccccc32)cc1	-3	6	-1	-1.3	3.2	-2	-3.8	-0.9	-35	-3
COc1ccc(-n2cc(CNC3CCN(C)CC3)c(-c3cccc(F)c3)n2)cc1	2	-1	-4	2.0	3.8	-2	-3.0	-0.7	2	2
O=C(O)c1cc(CN2CCOCC2)oc1-c1ccccc1	-11	2	4	2.6	2.6	2	-1.8	-0.4	/	-3
COC(=O)c1cc(Br)ccc1NC(=O)Nc1ccccc1	9	0	-3	4.0	2.5	2	1.9	-1.7	11	2
CC1CCCCC12NC(=O)N(CC(=O)Nc1ccc(S(=O)(=O)Nc3ncccn3)cc1)C2=O (stereo not given)	-5	2	-2	1.5	2.2	-4	3.3	0.6	5	2
Cc1cccc(N(Cc2ccccc2)C(=O)C2CCN(C(=O)c3ccccc3C)CC2)c1	19	-3	8	-0.5	2.6	13	1.1	-1.1	11	9
COC(=O)/C=C1\N/C(=N\c2nc(C)cc(C)n2)N(c2ccccc2)C1=O	/	/	/	0.6	-2.1	/	-2.1	/	/	-1
C=CCNC(=O)c1ccc(S(=O)(=O)CC)c(Cl)c1Cl	-13	0	1	2.2	1.4	-5	-0.2	-2.9	-25	-2
CSc1nc(C)cc(C)c1S(=O)(=O)c1ccccc1C	-2	-7	-4	-0.1	3.6	-10	-0.9	-1.2	-7	-2
O=C(Cn1cnc2c(oc3nc4c(cc32)CCCC4)c1=O)Nc1cccc(Cl)c1	-15	-3	-7	-1.2	1.5	-16	-1.4	-3.3	1	-2
Cc1cccc(Sc2c(C=O)c3ccccc3n2C)c1	-6	-4	13	2.8	1.6	4	-0.2	-1.3	-27	/
C=CCSc1nc(N)c(C#N)c(-c2ccc(C)cc2)c1C#N	0	-12	2	1.0	1.9	-2	-2.7	-1.1	12	/
O=C(CCCN1C(=O)/C(=C/c2ccco2)SC1=S)Nc1ccccc1	14	10	-8	3.0	0.2	2	-2.7	0.4	-21	/
CCN(CC)S(=O)(=O)c1cccc(N=Nc2sc(N)nc2C)c1	-4	16	9	2.4	0.8	-2	0.5	0.2	1	-1
O=C(CN1C(=O)c2ccccc2C1=O)Nc1ccc(N2CCOCC2)cc1	0	-3	-7	1.4	-2.7	-20	-1.9	/	17	-1
COc1ccc(S(=O)(=O)N2CCN(Cc3cc(OC)c(OC)cc3OC)CC2)cc1	-6	-1	6	0.1	-0.1	-5	1.1	-1.0	-1	-1
C/C(=N\NC(=O)c1c(Br)c(C)nn1C)c1ccc(NC(=O)C(C)Oc2ccc(Cl)cc2C)cc1 (stereo not given)	2	-6	-8	1.6	0.6	-12	0.7	0.1	-13	/
COc1ccccc1N1CCN(C(=O)C(Sc2ccccc2)c2ccccc2)CC1 (stereo not given)	-8	-3	14	-0.3	1.3	20	0.9	-0.7	-7	/

Complete entries from above. Values in the order: PvdQ inh | DAGLB inh | Tat export inh | phage Ecoli inh | AddAB inh | Rtt109 HAT inh | Ecoli viability | CAL PDZ inh | PfHsp90 yeast 2 | Wnt bcat act
Profile of C/C(=N\NC(=O)c1c(Br)c(C)nn1C)c1ccc(NC(=O)C(C)Oc2ccc(Cl)cc2C)cc1 (stereo not given) → 2 | -6 | -8 | 1.6 | 0.6 | -12 | 0.7 | 0.1 | -13 | /
Profile of O=C(CN1C(=O)c2ccccc2C1=O)Nc1ccc(N2CCOCC2)cc1 → 0 | -3 | -7 | 1.4 | -2.7 | -20 | -1.9 | / | 17 | -1
Profile of COc1ccc(S(=O)(=O)N2CCN(Cc3cc(OC)c(OC)cc3OC)CC2)cc1 → -6 | -1 | 6 | 0.1 | -0.1 | -5 | 1.1 | -1.0 | -1 | -1
Profile of CSc1nc(C)cc(C)c1S(=O)(=O)c1ccccc1C → -2 | -7 | -4 | -0.1 | 3.6 | -10 | -0.9 | -1.2 | -7 | -2
Profile of Cc1cccc(Sc2c(C=O)c3ccccc3n2C)c1 → -6 | -4 | 13 | 2.8 | 1.6 | 4 | -0.2 | -1.3 | -27 | /

Following part.
SMILES	PvdQ inh	DAGLB inh	Tat export inh	phage Ecoli inh	AddAB inh	Rtt109 HAT inh	Ecoli viability	CAL PDZ inh	PfHsp90 yeast 2	Wnt bcat act
O=C(C1=C(O)C(=O)N(CCN2CCOCC2)C1c1ccncc1)c1ccco1 (stereo not given)	2	1	-11	2.3	2.4	7	0.4	-0.2	3	/
CCCCC(=O)Nc1ccc(C(=O)NCCc2ccccc2)cc1	7	-2	3	4.2	-2.4	-4	-1.2	0.1	-3	19
COc1cccc(C(=O)N2CCN(C3CCCCC3)CC2)c1	-8	0	9	0.7	/	-3	/	-4.1	-9	2
Cc1cccc(-c2n[nH]c(=S)n2/N=C/c2ccc(C)o2)c1	-17	-4	-3	2.5	0.6	10	0.3	-0.1	-10	-2
C=CCSc1ncccc1C(=O)O	-8	3	1	1.9	0.0	-8	-0.8	0.2	-5	/

An unsorted share of the library; any-hit rate near 1.9%.
